Assay outcomes as filed in PubChem.
AmpC detergent – AmpC beta-lactamase inhibition with detergent present. P00811. AmpC hydrolysis of nitrocefin, absorbance 480 nm, 0.01% Triton. Potency, µM (doses to about 114 µM), without a hit: at the highest dose activity change, negative = inhibition, most hits filed as inhibitors. actives 0.041% (n = 370,000). AID 485294;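 note: potency is the fitted concentration of half-maximal effect; 0% = no-compound wells and -100% = no-enzyme wells; nearly all actives have a fitted effect of over 25% in size; some results filed as inactive show a strong effect at the top dose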
Target sequence (P00811 whole entry, looked up): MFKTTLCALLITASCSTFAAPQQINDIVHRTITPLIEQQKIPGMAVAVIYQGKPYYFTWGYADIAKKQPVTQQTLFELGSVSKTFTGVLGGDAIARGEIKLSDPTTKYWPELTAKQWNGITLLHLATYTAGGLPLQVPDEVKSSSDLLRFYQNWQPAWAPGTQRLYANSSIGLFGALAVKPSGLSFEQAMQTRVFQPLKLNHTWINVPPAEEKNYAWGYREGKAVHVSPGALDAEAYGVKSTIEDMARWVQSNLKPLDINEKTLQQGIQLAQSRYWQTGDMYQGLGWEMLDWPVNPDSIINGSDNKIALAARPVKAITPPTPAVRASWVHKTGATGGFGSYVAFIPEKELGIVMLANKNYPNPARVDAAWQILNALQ
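AmpC (5.3 nM in the dispensed reagent) in 20 mM phosphate pH 7.0 with 0.01% (detergent screen) or 0.0001% Triton X-100 was preincubated with compounds for 15 min at room temperature. Nitrocefin was then added from an 800 uM solution, and hydrolysis was followed at 480 nm.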
Giardia FBPA inh – Giardia lamblia aldolase inhibition | A8B2U2 | purified Giardia FBPA | Potency, µM (titrated, usually from 59.6 µM), for inactives: at the highest dose activity, negative = inhibition, usual class: inhibitors | actives 0.71% (n = 290,000); note: potency is the fitted concentration of half-maximal effect; % is set by controls: 0 for no effect and ±100 for the full control effect; nearly all actives have a fitted effect of over 55% in size
Target sequence (A8B2U2 whole entry, looked up): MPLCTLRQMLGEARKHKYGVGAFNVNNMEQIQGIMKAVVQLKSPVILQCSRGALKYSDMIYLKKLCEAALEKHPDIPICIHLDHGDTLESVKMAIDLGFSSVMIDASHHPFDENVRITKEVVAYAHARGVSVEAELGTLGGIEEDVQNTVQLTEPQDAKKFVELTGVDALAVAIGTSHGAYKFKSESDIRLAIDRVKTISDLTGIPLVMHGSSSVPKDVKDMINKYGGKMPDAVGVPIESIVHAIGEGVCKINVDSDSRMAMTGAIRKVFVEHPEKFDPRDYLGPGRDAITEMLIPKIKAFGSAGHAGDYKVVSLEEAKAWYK
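40 nM FBPA preincubated 10 min at RT with compound (up to 57.5 uM final), then substrate plus GAPDH/TPI/NAD/arsenate coupling and diaphorase/resazurin added. Fluorescence read after 20 min at RT, 525/598 nm.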
AMA1-RON2 inh – AMA1-RON2 (P. falciparum) interaction inhibition. AlphaScreen AMA1-biotinylated RON2 peptide binding. Potency, µM (titrated, usually from 58.2 µM), inactives show at the highest dose activity change, negative = inhibition, most hits filed as inhibitors. actives 0.2% (n = 360,000). AID 720542;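 note: potency is the fitted concentration of half-maximal effect; 0% = vehicle wells and -100% = peptide control; nearly all actives have a fitted effect of over 45% in size; some results filed as inactive show a strong effect at the top dose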
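AMA1 (3D7) with his tag at 25 nM final met compounds first, then biotinylated RON2 peptide at 25 nM; detection used donor plus acceptor beads, 10 µg/mL apiece, read by AlphaScreen after 30 min at room temperature.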
CHX counter – counter-screen for Shiga toxin inhibitors: cycloheximide protein synthesis inhibition. cell reporter, cycloheximide protein synthesis inhibition counterscreen. max response, %. actives 12% (n = 300,000). AID 2314; in the data active = max response mostly above about 13%, no sharp cut-off; inactive = mostly below about 14%; note: read at 38.3 µM for the half of the compounds with a filed dose; 0% is about no effect
Shiga toxin inh – inhibitors of Shiga toxin in Vero cells; Vero cells, Shiga toxin protein synthesis inhibition reporter; inhibition, % at 38.7 µM; actives 9.2% (n = 290,000); in the data active = inhibition mostly above about 28%, no sharp cut-off; inactive = mostly below about 43%; note: 0% is about no effect
AmpC no deterg – inhibitors of E. coli AmpC beta-lactamase without detergent; Potency, µM (highest dose often 57.1 µM), for the others: top-dose activity change, negative = inhibition, usual class: inhibitors; AmpC nitrocefin hydrolysis, absorbance 480 nm, 0.0001% Triton; P00811; actives 0.52% (n = 330,000);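 note: potency is the fitted concentration of half-maximal effect; plate controls were no compound for no effect and no enzyme for full effect; nearly all actives have a fitted effect of over 20% in size; some results filed as inactive show a strong effect at the top dose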
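20 mM phosphate pH 7.0 + 0.01% (detergent screen) or 0.0001% Triton X-100; 5.3 nM AmpC reagent; cpd preinc 15 min RT; nitrocefin (800 uM stock) to start; A480 q20 s × 4 min; Activity was normalised to no-enzyme and no-compound control wells.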
HCMV antiviral – inhibitors of human cytomegalovirus; AID 1259415; HFF cells, HCMV-luciferase reporter, 72 h; hits give low values; actives 4.5% (n = 410,000); activity change, negative = inhibition, % at 57.5 µM; in the data active = activity change below about -60%; inconclusive = no clear call, values can overlap the other calls; inactive = above about -39%; note: % is set by controls: 0 for no effect and ±100 for the full control effect
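Two compound doses tested in HFFs infected with HCMV-luciferase, MOI 1 PFU/cell, 72 h at 37C. Lysate luminescence read with OneGlo; data normalized against buffer-only and 10uM Salinomycin inhibitor controls.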
Starred values were filed as active, the others as inactive; i = inactive; ? = inconclusive; . = not tested or not shown; & = joins results of further samples; [ ] = remark or other dose. Unless noted, calls come from the whole dose curve; as a rule, active = well fitted curve in the direction sought with a large enough effect; inconclusive = small, poorly fitted or top-dose-only effect, or another doubt; inactive = no such curve, though single readings can be large; an effect the other way counts as inactive or inconclusive. Compounds as they come; about 16% have a hit in one of these screens.

Molecule	AmpC detergent	Giardia FBPA inh	AMA1-RON2 inh	CHX counter	Shiga toxin inh	AmpC no deterg	HCMV antiviral
O=C(CN1C(=O)C2CCCCC2C1=O)Nc1nc2ccc(F)cc2s1 (stereo not given)	-4%	.	-13%	.	.	-6%	10
COc1cc(C(=O)Nc2cccc(-c3nc4cc(C)ccc4o3)c2)cc(OC)c1OC	?	0%	-2%	17*	81*	-34%	20
COc1ccc([C@]23Cc4c(ccc5ccccc45)C(O2)C2=C(CC4(CCCCC4)OC2=O)O3)cc1	0%[22.9 µM]	16%[12.9 µM]	.	-1	i	-11%[11.4 µM]	.
COc1cc2c(cc1OC)C(C(=O)Nc1cc(C)c(OC)c(C)c1)CC(=O)N2 (stereo not given)	-1%	2%	-4%	-3	8	-6%	-30
Fc1cccc(CCN2CCNC[C@@H]2CC2CCCCC2)c1	-4%	.	-12%	.	.	52%	6
O=S(=O)(NCC(c1cccnc1)N1CCN(Cc2ccccc2)CC1)c1ccc(Cl)cc1 (stereo not given)	9%	.	-1%	-1	-6	114%[activator]	35
Cc1ccc(OCC(=O)NNC(=O)Cn2nnc(-c3ccccc3)n2)cc1	-12%	7%	71%[activator]	0	-11	-10%	-22
CN(C)CCN1CC(O)=C(c2nc3ccccc3s2)C1=N	5%	-4%	-1%	-3	-8	-3%	-28
Cc1cc(NC(=O)C2CCCO2)ccc1Br (stereo not given)	-2%	0%	-5%	-3	22	0%	-28
CCc1ccc(OCC(=O)N/N=C2\CC(=O)c3ccccc32)cc1	0%	-27%	.	14	2	-42%	.
COc1ccc(NC(=O)C(C)N(c2ccc(C)cc2)S(C)(=O)=O)c(OC)c1 (stereo not given)	-2%	0%	2%	-2	-2	?	42
CCOc1ccccc1CNC(=O)c1cc2occc2n1C	?	-17%	-18%	-2	28	-29%	-31
O=C(CC1CCCCC1)NCc1ccccc1Cl	4%	7%	6%	38*	49	-14%	48
O=C(NCc1ccc(OC(F)(F)F)cc1)c1cccc2c1C(=O)c1ccc(N3CCCC3)cc1S2(=O)=O	.	.	19%	.	.	-3%	-39
CCC(C)c1ccccc1N1CC(C(=O)NCCc2ccc(OC)c(OC)c2)CC1=O (stereo not given)	?	.	4%	.	.	93%[activator]	-7
CN(Cc1nc2c(s1)CCCC2)C(=O)CCc1nnc(-c2ccc3c(c2)OCO3)o1	-3%	3%	12%	-2	4	37%	-11
CC1CCC(NC(=O)Nc2cccs2)CC1 (stereo not given)	1%	-1%	-19%	24*	44*	-21%	56
CCCCOc1ccc(NC(=O)c2cc(F)c(F)cc2Cl)cc1	0%	2%	-19%	10	22	-23%	-36
Cc1cc(NC(=O)COc2ccccc2)n(-c2ccccc2)n1	4%	-8%	2%	6	-2	4%	-9
Cc1nonc1CC(=O)N1CCCC(C(=O)c2ccc(Cl)cc2)C1 (stereo not given)	6%	4%	-5%	-3	-4	4%	0
CCOc1ccccc1C(=O)N[C@H](C(=O)NNC(=O)c1cccs1)C(C)C	.	.	58%[activator]	.	.	-19%	-5
CC1CCCC(C)N1C(=O)CSc1nc2ccccc2s1 (stereo not given)	-1%	-1%	-22%	35*	126*	-20%	122
FC(F)Oc1ccc(NC(=S)Nn2cnnc2)cc1	0%	-24%	14%	0	-5	-32%	73
CC(C)CCOc1cccc(OCC(=O)NC2CCS(=O)(=O)C2)c1 (stereo not given)	-2%	-1%	-9%	-3	-23	-6%	8
COC(=O)C(C)NC(=S)N1CC2C[C@@H](C1)Cn1c2cccc1=O (stereo not given in full)	2%	1%	4%	-3	-5	-10%	-16
CCn1c(CN2CCN(CCO)CC2)nc2ccccc21	-8%	6%	30%[activator]	9	18	-14%	18
O=c1c2ccccc2sc2ccc(Cl)cc12	-14%	7%	14%	11	16	-18%	-23
CC(=O)NC(=O)COC(=O)/C=C/c1c(C)nn(Cc2c(Cl)cccc2Cl)c1Cl	1%	19%	13%	22	21	54%	-21
Cc1ccc(C(=O)Nc2ncccc2O)cc1S(=O)(=O)N1CCCCC1	0%	.	36%[activator]	.	.	-23%	-11
CCc1ccc(-n2c(SCC(=O)N3CCC(C(=O)O)CC3)nnc2-c2ccncc2)cc1	4%	-5%	-2%	-1	-17	-22%	-13
Cc1cc(OC(C)C(=O)N2CCN(c3ccc(F)cc3)CC2)c2c(C)c(C)c(=O)oc2c1 (stereo not given)	?	-1%	0%	-2	-2	-19%	-22
CCOc1ccccc1NC(=O)NCc1cccnc1	?	3%	-1%	8	47	-26%	75
N#CC(c1ccc(Cl)nn1)c1ccc(Cl)cc1Cl (stereo not given)	-8%	-8%	-1%	1	-16	-25%	-26
O=C(CCl)Nc1cccc(S(=O)(=O)NC2=NCCCCC2)c1	.	.	20%	.	.	-19%	-102*
Cc1ccc(CNC(=O)Nc2ccc(F)cc2)n1C	?	-17%	10%	12	-4	4%	-8
COCCNc1nc2c(c(=O)n(Cc3cccc(Cl)c3)c(=O)n2C)n1C	-10%&13%	3%	6%	-2	-7	42%	-27&0
COc1ccc(N/C=C/C(=O)c2ccc3c(c2)OCO3)cc1OC	-7%	-17%	5%	67*	61*	32%	-26
CCC1CCCCN1C(=S)NC(=O)c1cccs1 (stereo not given)	4%	-11%	27%	19	22	-30%	-31
CCOc1ccccc1NC(=O)C(OC(=O)c1cnccn1)c1ccccc1 (stereo not given)	-21%	.	2%	.	.	12%	?
COC1=CCC2([N+](=O)[O-])CN(CC(=O)O)CC1([N+](=O)[O-])C2 (stereo not given)	1%	0%	11%	-7	-18	-20%	-16

Copied from the results shown for reference:
Molecule	AmpC detergent	Giardia FBPA inh	AMA1-RON2 inh	CHX counter	Shiga toxin inh	AmpC no deterg	HCMV antiviral
CCc1ccc(OCC(=O)N/N=C2\CC(=O)c3ccccc32)cc1	0%	-27%	.	14	2	-42%	.
COc1ccc(NC(=O)C(C)N(c2ccc(C)cc2)S(C)(=O)=O)c(OC)c1 (stereo not given)	-2%	0%	2%	-2	-2	?	42

More compounds
Molecule	AmpC detergent	Giardia FBPA inh	AMA1-RON2 inh	CHX counter	Shiga toxin inh	AmpC no deterg	HCMV antiviral
CCCn1cnnc1CNC(=O)C1CCC(=O)N(CCc2cccc(F)c2)C1 (stereo not given)	-1%	-4%	-2%	-1	-5	-5%	11
Cc1ccc2c(c1)COc1c3ccc(C(=O)N[C@@H](C)CO)cc3nn1-2	-7%	-2%	-7%	42*	53*	56%	176
CC(C)Cc1cc(C(=O)Nc2cc(Br)ccc2O)no1	?	-4%	16%	32*	85*	?	85
O=C(CN1CCCCC1)c1cccc(Br)c1	7%	2%	-3%	-3	-2	-19%	29
CCOC(=O)c1ccc(S(=O)(=O)NNS(=O)(=O)c2ccc(C)cc2)cc1	1%	-7%	-13%	-4	4	-15%	11
Cc1c2c(nc3ccccc13)CCC(C)C2 (stereo not given)	2%	-6%	-8%	27	59	-18%	?
CC(=O)NC1(NC(C)=O)CCN(C)C(c2ccccc2)C1C (stereo not given)	-10%	1%	3%	-2	-5	1%	18
CCOc1cc(N2CCOCC2)c(OCC)cc1NC(=O)CSc1nnc(N)s1	.	.	2%	.	.	-20%	13
C=CCSc1nnc(NC(=O)C23CC4CC(CC(NC(C)=O)(C4)C2)C3)s1	4%	.	-7%	9	-11	1%	21
COc1ccc(C2CC(c3ccc([N+](=O)[O-])cc3)=NN2C(C)=O)cc1 (stereo not given)	?	5%	0%	24*	37*	12%	60
COc1cc(/C=N/NS(=O)(=O)c2ccccc2)ccc1OS(=O)(=O)c1ccc(C)cc1	-13%	2%	12%[2.32 µM]	-1	-11	-58%	-15
O=C(NCc1ccccc1)C(Cc1ccccc1)NS(=O)(=O)c1cccc2nsnc12 (stereo not given)	3%	2%	0%	1	-18	-33%	?
CCOC(=O)c1oc2ccccc2c1COC(=O)CNC(=O)c1cccc(C)c1	1%	.	15%	-2	-5	-3%	12
CCN(CC)S(=O)(=O)c1ccc2c(c1)c(=O)c(C(=O)N1CCc3ccccc3C1)cn2C	-15%	-1%	-4%	-2	-6	55%	-6
Cc1cc(NC(=O)c2cccc(S(=O)(=O)N3CCCCCC3)c2)no1	5%	3%	5%	0	-16	-14%	-27
CC(=O)c1c(C)[nH]c(C(=O)N2CCc3ccccc3C2)c1C	-6%	-6%	-5%	6	8	-16%	240
O=C(Nc1ccc2c(c1)oc1ccccc12)c1ccc2c(c1)OCO2	-2%	3%	-4%	45*	73	-26%	28
CCc1ccccc1N1C(=O)NC(=O)/C(=C\c2cc(C)n(C)c2C)C1=O	-2%	-1%	-12%	-4	-2	-33%	-34
COc1cccc(CN2CCNC(=O)C2CC(=O)NCCN2CCOCC2)c1OC (stereo not given)	-2%	.	79%[activator]	-4	-6	71%[activator]	15
COc1cc(/C=N/NC(=O)C(=O)NCC2CCCO2)ccc1OCC(=O)N1CCOCC1 (stereo not given)	1%	2%	-2%	6	-15	-9%	62
CN(CC(=O)Nc1ccc(N2CCOCC2)cc1)C(=O)CCc1cc(C(C)(C)C)c(O)c(C(C)(C)C)c1	-15%	.	?	.	.	238%[activator]	-31
COc1ccc(N(CC(=O)NCc2ccc3c(c2)OCO3)C(=O)c2csnn2)cc1	7%	.	-3%	9	35	-3%	-4
O=C1CC(C(=O)N2CCC3(CC2)OCCO3)CN1CCc1ccccc1 (stereo not given)	1%	4%	10%	-2	-14	-4%	-2
CCSc1ccccc1C(=O)NCc1ccco1	?	0%	-7%	-7	-11	-1%	-7
Cc1c(Cl)c(C(=O)N2CCCc3ccccc32)nn1C	-7%	1%	12%	16	47*	19%	44
COc1ccc(C(=O)CSc2nnc(CNC(=O)c3ccc(OC)cc3)n2C)cc1	2%	-7%	-6%	-2	3	-18%	-32
COc1cc(/C=N/NC(=O)C(=O)Nc2ccccn2)ccc1O	?	-5%	2%	18	-2	-2%	-26
COc1ccc(Nc2ncnc3sccc23)cc1OC	-3%	5%	6%	20	20	21%	0
CCN(CC)CC(=O)Nn1c(C)nc2c(ncn2-c2ccccc2)c1=O	3%	-1%	43%[activator]	0	-3	-10%	18
Cc1nc2c(cc1C#N)C(=O)c1ccccc1-2	2%	-3%	3%	9	-1	-19%	?
COc1ccc(N2CC(C(=O)Nc3nnc(SCC(=O)NC4CCCC4)s3)CC2=O)cc1 (stereo not given)	-2%	.	-5%	8	8	-4%	-6
COc1cc(-c2nnc3sc(-c4cccs4)nn23)cc(OC)c1OC	-4%	1%	-12%	-3	-5	-22%	-22
CN1CCN(c2nc3c(c(=O)n(C)c(=O)n3C)n2CCSc2nc3ccccc3s2)CC1	3%	2%	-3%	-2	-3	91%[activator]	.
